GDH-TPI counter – GDH-TPI coupled enzyme inhibition counter-screen; GDH-TPI coupled enzyme counterscreen, NADH absorbance; AID 588335; hit rate 1.2% among 360,000; inhibition, % at 4.8 µM; in the data active = inhibition above about 30%;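 also: 0% = DMSO wells and 100% = wells lacking the enzyme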
Mtb BioA inh – inhibitors of Mycobacterium tuberculosis BioA enzyme; purified M. tuberculosis BioA enzyme, plate reader; inhibition, % at 9.99 µM; hit rate 0.096% among 360,000; in the data active = inhibition above about 40%
Mtb UGM inh – inhibitors of M. tuberculosis UDP-galactopyranose mutase; P9WIQ1; purified UGM, fluorescence polarization probe displacement; inhibition, % at 10 µM; hit rate 0.06% among 320,000; in the data active = inhibition above about 10%, passing the limit was not always enough
Target sequence (P9WIQ1 whole entry, looked up): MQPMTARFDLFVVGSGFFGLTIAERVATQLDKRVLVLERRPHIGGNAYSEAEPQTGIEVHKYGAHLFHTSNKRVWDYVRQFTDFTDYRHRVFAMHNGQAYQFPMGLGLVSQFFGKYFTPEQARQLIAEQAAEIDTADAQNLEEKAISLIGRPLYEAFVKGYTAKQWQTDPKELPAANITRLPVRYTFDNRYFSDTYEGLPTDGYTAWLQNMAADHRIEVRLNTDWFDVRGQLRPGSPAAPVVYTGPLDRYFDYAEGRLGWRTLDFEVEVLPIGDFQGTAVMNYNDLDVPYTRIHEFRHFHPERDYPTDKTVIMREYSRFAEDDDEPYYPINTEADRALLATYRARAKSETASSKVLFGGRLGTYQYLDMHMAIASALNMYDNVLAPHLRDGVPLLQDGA
Vc quorum ag – quorum light induction in luxS cqsA deficient V. cholerae; V. cholerae BH1578 lux reporter, luminescence, 6 h; activation, % at 18.7 µM; hit rate 0.16% among 350,000; AID 588436; in the data active = activation mostly above about 9.7%, no sharp cut-off; also: not every result past the cut was called active; inactives centre near 0; reference of the scale not given here
PfHsp40 rescue – rescue of PfHsp40-mediated yeast toxicity. S. cerevisiae expressing PfHsp40, growth rescue, ATP luminescence. growth rescue, % at 12.5 µM. hit rate 0.68% among 340,000. AID 504582; in the data active = growth rescue above about 28%, passing the limit was not always enough;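 also: yeast W303a lacking pdr1 and pdr3 grown in galactose medium; growth measured after three days at 30 °C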
TcdB GH inh – TcdB glycohydrolase inhibition; P18177; TcdB glycohydrolase enzymatic assay, plate reader; inhibition, % at 9.99 µM; hit rate 0.24% among 350,000; in the data active = inhibition above about 10%
Mtb FBA inh – Mtb fructose-bisphosphate aldolase inhibition; hit rate 2.3% among 360,000; purified M. tuberculosis FBA, fluorescence read-out; inhibition, % at 1 µM; P9WQA3; in the data active = inhibition above about 27%;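 also: 0% = vehicle and 100% = reference inhibitor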
Target sequence (P9WQA3 whole entry, looked up): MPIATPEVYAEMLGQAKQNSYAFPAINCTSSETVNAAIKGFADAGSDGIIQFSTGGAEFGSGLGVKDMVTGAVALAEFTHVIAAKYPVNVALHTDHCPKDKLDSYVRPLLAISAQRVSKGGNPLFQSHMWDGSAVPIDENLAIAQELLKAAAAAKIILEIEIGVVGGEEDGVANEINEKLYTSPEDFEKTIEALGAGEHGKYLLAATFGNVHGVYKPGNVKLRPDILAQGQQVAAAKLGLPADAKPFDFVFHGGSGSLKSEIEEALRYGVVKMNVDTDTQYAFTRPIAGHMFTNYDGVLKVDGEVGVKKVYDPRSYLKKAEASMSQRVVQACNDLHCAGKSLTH
FadD28 FP inh – M. tuberculosis FadD28 bisubstrate binding inhibition; FadD28 bisubstrate probe binding, fluorescence polarization; inhibition, % at 12.5 µM; AID 588549; hit rate 0.22% among 360,000; in the data active = inhibition above about 8.5%, passing the limit was not always enough
Yp Topo-I inh – inhibitors of Yersinia pestis topoisomerase I. Y. pestis Topo-I cleavage product accumulation, plate reader. activity, % at 10 µM. hit rate 0.064% among 360,000. AID 504884; in the data active = activity above about 50%, passing the limit was not always enough; also: inactives centre near 2
Numbers without * were called inactive; i = inactive; . = no result given.

SMILES | GDH-TPI counter | Mtb BioA inh | Mtb UGM inh | Vc quorum ag | PfHsp40 rescue | TcdB GH inh | Mtb FBA inh | FadD28 FP inh | Yp Topo-I inh
Cc1ccc(C)c(NC(=O)CCc2nnc3ccc(N4CCCC4)nn23)c1 | -6.3 | 0.5 | 0.2 | -0.3 | 0.2 | 1.0 | -0.2 | -3.5 | 11.2
CCN(CC)C(=O)CC(c1ccc(OC)cc1)c1c(O)cc(OC)cc1OC (stereo unspecified) | 1.4 | -0.3 | 0.0 | i | -0.8 | 0.7 | 1.2 | -0.6 | -1.5
CSc1nc(-c2ccc(Cl)cc2)nn1S(=O)(=O)c1ccc(Cl)cc1 | -6.6 | 2.4 | 0.2 | -0.7 | -0.1 | . | 3.1 | -3.7 | -8.7
Cc1ccc(NC(=O)COC(=O)CCc2nc3ccccc3c(=O)[nH]2)cc1Cl | -7.3 | 0.6 | 0.1 | -0.1 | -0.2 | 0.2 | 1.2 | -3.0 | -0.5
COCc1[nH]nc2c1C1(CCC3(CC1)OCCO3)C(C#N)=C(N)O2 | 2.1 | 0.7 | -0.1 | 16.7* | 0.1 | . | 1.9 | -3.5 | -3.7
COc1ccccc1NS(=O)(=O)c1cccc(NC(=O)c2ccc3ccccc3n2)c1 | 10.5 | 3.2 | 0.6 | i | 0.6 | -0.6 | -3.1 | -2.9 | 13.7
CCN(CC)S(=O)(=O)c1cc(NC(=O)Cn2ncc(Cl)c(Cl)c2=O)ccc1C | 7.6 | . | -0.7 | -0.6 | -0.6 | 0.5 | 2.5 | -1.9 | -0.6
CCOC(=O)[C@@H](C)NS(=O)(=O)N(Cc1ccccc1)[C@H](C(=O)OC)C(C)C | -8.3 | 2.3 | -1.8 | -0.6 | -0.5 | -0.3 | -0.5 | -4.5 | 18.6
O=C(C1CC(=O)N(C2CCCC2)C1)N1CCN(c2ccc(F)cc2)CC1 (stereo unspecified) | 9.0 | 0.9 | . | -0.2 | -0.5 | -0.4 | 10.9 | -1.2 | 4.2
Clc1cccc(CN2CCCCCCC2)c1Cl | 1.5 | -1.8 | 1.2 | -0.4 | -0.2 | 0.9 | 3.0 | -1.7 | 0.0

Reformatted: entries from further up.
Each structure is followed by: GDH-TPI counter | Mtb BioA inh | Mtb UGM inh | Vc quorum ag | PfHsp40 rescue | TcdB GH inh | Mtb FBA inh | FadD28 FP inh | Yp Topo-I inh
> COCc1[nH]nc2c1C1(CCC3(CC1)OCCO3)C(C#N)=C(N)O2
    2.1 | 0.7 | -0.1 | 16.7* | 0.1 | . | 1.9 | -3.5 | -3.7
> CSc1nc(-c2ccc(Cl)cc2)nn1S(=O)(=O)c1ccc(Cl)cc1
    -6.6 | 2.4 | 0.2 | -0.7 | -0.1 | . | 3.1 | -3.7 | -8.7

New compounds follow.
SMILES | GDH-TPI counter | Mtb BioA inh | Mtb UGM inh | Vc quorum ag | PfHsp40 rescue | TcdB GH inh | Mtb FBA inh | FadD28 FP inh | Yp Topo-I inh
CCOc1ccc(CCN2C(=S)N([C@@H](Cc3ccc(O)cc3)CN3CCC[C@@H]3CN3C(=S)NC[C@@H]3CC(C)C)C[C@@H]2CC(C)C)cc1 | . | -1.1 | . | . | . | -0.3 | -1.0 | -2.5 | .
Cc1ccc(C)c(OC2=NS(=O)(=O)c3ccccc32)c1 | 4.1 | . | -1.0 | -0.4 | . | 0.7 | -0.8 | -0.1 | 9.1
COc1ccc(C(CNC(=O)COc2cc(C)ccc2Cl)N2CCCCC2)cc1 (stereo unspecified) | 3.6 | . | -2.1 | i | 1.3 | 2.5 | 2.8 | -0.7 | 16.9
COc1ccccc1OCc1ccc(C(=O)c2ccccc2)cc1 | 1.5 | -1.1 | 0.9 | i | -0.1 | -0.6 | -1.7 | 0.4 | 36.3
CN(CC(=O)N1CCN(c2cccc(Cl)c2)CC1)S(=O)(=O)c1cccs1 | -0.4 | 27.5 | -0.6 | -4.5 | 2.0 | . | -1.4 | -1.5 | 18.0
Fc1ccc(NC(=S)N2CCc3ccccc3C2)c(F)c1 | 0.3 | . | -0.4 | i | 1.6 | 1.5 | 1.0 | -2.5 | 2.0
Cc1ccc(-c2nnn(CC(=O)N(c3ccccc3F)C(C(=O)NC3CCCC3)c3ccncc3)n2)o1 (stereo unspecified) | 5.5 | 0.2 | 1.2 | -0.2 | -0.8 | 0.4 | 1.1 | 0.8 | 1.2
Cc1ccc(-c2nc3ccccc3o2)cc1NC(=S)NC(=O)/C=C/c1ccco1 | 2.2 | -1.8 | -1.2 | 2.6 | 4.9 | . | 2.2 | -3.1 | -3.0
Cc1cc(NC(=O)CSc2nc3c(cc2C#N)CCCC3)no1 | -1.1 | . | -1.1 | -3.6 | -0.7 | . | -0.5 | -1.2 | 0.3
Cc1ccccc1CNc1ncnc2cc(Cl)ccc12 | 8.8 | 0.0 | 2.3 | 0.5 | -3.0 | 0.7 | 0.1 | 2.2 | -4.0
O=C(c1ccccc1)C1CCN(C(=O)c2ccco2)CC1 | -5.3 | 0.1 | 2.0 | i | -1.4 | 0.2 | 4.1 | -1.5 | 9.4
COc1cccc(-n2c(Cc3cc(=O)[nH]c(=O)[nH]3)nnc2SCC(=O)N2CCC(C)CC2)c1 | 2.6 | -0.9 | 2.5 | 3.8 | -1.0 | . | 2.1 | -2.5 | -3.3
COc1ccc(NS(=O)(=O)c2ccc3c(c2)[C@H]2C=CC[C@H]2[C@@H](c2ccc(C(=O)O)cc2)N3)cc1 | 6.1 | 2.0 | 0.8 | i | -0.1 | 0.7 | -5.0 | 32.2* | -25.4
Cc1cccc(C(=O)N[C@H](C(=O)Nc2ccc(S(=O)(=O)NC3=NCCCCC3)cc2)C(C)C)c1 | 0.6 | . | -0.5 | -0.4 | 3.9 | 5.5 | -1.0 | -4.1 | -1.2
COc1cc(CNCc2ccccn2)ccc1OCc1ccc(Cl)cc1Cl | 8.6 | . | 4.2 | i | 2.0 | . | -3.2 | -5.8 | 7.0
Cc1cc2occ(CC(=O)NNC(=O)c3ccccc3F)c2cc1C | -1.0 | -0.1 | -3.2 | -0.5 | 0.4 | 1.1 | -1.2 | -2.1 | 2.3
O=C(O)CCc1nnc2n(Cc3ccc(F)cc3)c(=O)c3ccccc3n12 | 9.9 | 2.5 | 0.6 | 0.4 | 0.3 | 0.0 | 4.9 | 0.0 | 5.7
CCN1CCN(c2cc(N3CCCC3)c([N+](=O)[O-])cc2F)CC1 | 9.3 | . | -0.7 | -0.1 | 0.2 | 2.1 | -6.3 | -0.6 | 3.8
Cc1oc2c(c1C(=O)NC(Cc1c[nH]c3ccccc13)C(=O)O)CCCC2 (stereo unspecified) | 0.9 | . | -2.4 | i | 1.3 | . | -3.2 | -2.0 | 2.5
COc1cccc(/C=C/C(=O)c2ccc3c(c2)OCCO3)c1OC | 24.3 | -0.3 | 3.8 | -0.4 | 0.1 | 0.8 | 2.9 | -3.0 | -5.3
CSc1ccc(CNC(=O)c2c(C)noc2C)s1 | -1.1 | -2.9 | -1.2 | i | 0.1 | 1.0 | 1.2 | -0.4 | -2.6
O=C1C=C(O)CC(c2ccc(Cl)cc2)C1 (stereo unspecified) | -2.0 | 1.5 | 2.1 | -0.2 | 0.7 | 1.4 | -2.4 | -2.9 | 1.5
O=C(Nc1ncc2c(n1)-c1ccccc1OC2)c1ccc(Cl)cc1 | 4.8 | -1.1 | -0.2 | . | 0.6 | . | 97.1* | -4.2 | 14.7
c1csc(CN2CCOCC2)c1 | 15.8 | . | -1.5 | -1.1 | -1.6 | 1.3 | 1.8 | -1.3 | -3.1
O=C1CN(C(=O)CN2C(=O)NC(c3ccccc3)(c3ccccc3)C2=O)c2ccccc2N1 | 3.1 | -3.0 | -2.8 | -0.3 | -0.8 | 2.3 | 5.0 | 1.7 | -5.7
O=C(CCn1nc(-c2ccc(Cl)cc2)ccc1=O)N1CCC2(CC1)OCCO2 | 7.4 | -1.1 | -0.4 | i | -0.1 | -0.1 | -1.7 | -2.5 | 6.1
COc1ccc(C2=NOC3(CC(=O)N(c4ccc5ccccc5c4)C3=O)C2)c(OC)c1 (stereo unspecified) | 11.8 | . | 3.3 | -0.7 | 1.2 | -3.6 | 1.7 | -0.2 | -3.2
Cc1cccc(C(=O)N(Cc2ccco2)c2c(N)n(Cc3ccccc3)c(=O)[nH]c2=O)c1 | 2.8 | -0.4 | -2.1 | i | -1.0 | -0.5 | -0.3 | -1.8 | 3.0
c1ccc(-n2c(-c3ccco3)nnc2N2CCOCC2)cc1 | -1.1 | -1.4 | 1.2 | i | 1.0 | . | 8.2 | -0.4 | 2.3
CCOC(=O)c1c(NC(=O)CN2CCN(S(=O)(=O)c3cc(Cl)ccc3Cl)CC2)sc(C(=O)N(C)C)c1C | 3.6 | 1.8 | . | i | 1.8 | 0.9 | -0.9 | -8.2 | 19.3

2 of the compounds above, field by field:
CCN1CCN(c2cc(N3CCCC3)c([N+](=O)[O-])cc2F)CC1
  GDH-TPI counter = 9.3; Mtb BioA inh = .; Mtb UGM inh = -0.7; Vc quorum ag = -0.1; PfHsp40 rescue = 0.2; TcdB GH inh = 2.1; Mtb FBA inh = -6.3; FadD28 FP inh = -0.6; Yp Topo-I inh = 3.8
Cc1oc2c(c1C(=O)NC(Cc1c[nH]c3ccccc13)C(=O)O)CCCC2 (stereo unspecified)
  GDH-TPI counter = 0.9; Mtb BioA inh = .; Mtb UGM inh = -2.4; Vc quorum ag = i; PfHsp40 rescue = 1.3; TcdB GH inh = .; Mtb FBA inh = -3.2; FadD28 FP inh = -2.0; Yp Topo-I inh = 2.5

New compounds follow
SMILES | GDH-TPI counter | Mtb BioA inh | Mtb UGM inh | Vc quorum ag | PfHsp40 rescue | TcdB GH inh | Mtb FBA inh | FadD28 FP inh | Yp Topo-I inh
CN(C)c1ccc(S(=O)(=O)N2CCCCC2)cc1NC(=O)C1=COCCO1 | -2.1 | -0.3 | -2.2 | i | 0.4 | 1.7 | -0.9 | -0.7 | 9.0
Cc1ccc(OCCn2c(=S)[nH]c3ccccc32)c(C(C)C)c1 | 5.1 | -1.6 | -2.7 | -0.3 | 2.6 | 0.3 | 0.1 | -3.8 | -6.6
CCCS(=O)(=O)c1nc(S(=O)(=O)c2ccc(C)cc2)c(NCc2ccccn2)s1 | 0.6 | . | 0.8 | i | -1.2 | 1.2 | 1.8 | -1.0 | -0.2
Cc1ccc(N(CC(O)CN(C)C)S(=O)(=O)c2ccccc2)cc1 (stereo unspecified) | -2.5 | -1.2 | 1.6 | -0.4 | -0.3 | . | 2.6 | 0.6 | -0.9
O=C1N=C(N2CCOCC2)SC1=C1CCCCC1 | 15.8 | 0.4 | -1.4 | -0.2 | 0.8 | . | 1.0 | -2.8 | 7.9
COc1cccc2c(=O)cn[nH]c12 | 19.1 | -5.6 | 11.1* | -0.3 | 0.6 | . | 76.4* | -1.0 | -4.8
CCN(CC)c1ccc(/C=N/NC(=O)c2c(-c3ccccc3)noc2C)cc1 | 23.6 | 0.9 | -1.5 | -7.8 | 0.1 | 0.6 | 14.9 | 1.1 | 11.0
CCOC(=O)c1csc(NC(=O)CSc2nnnn2-c2ccc(OC)c(OC)c2)n1 | -7.0 | 0.0 | -1.9 | 1.9 | 1.1 | . | -0.1 | -4.4 | 5.8
CS(=O)(=O)c1ccc(N2CCOCC2)c(S(C)(=O)=O)c1 | -10.5 | . | 1.6 | i | 0.4 | -0.2 | -1.7 | -3.3 | 5.3
CC(C)C(NC(=O)c1ccccc1F)C(=O)NCc1ccc(F)cc1 (stereo unspecified) | 8.9 | -2.0 | -2.1 | 0.0 | -0.2 | 0.4 | -1.9 | 0.6 | 5.5
O=C(N/N=C/c1cccc(F)c1)c1ccc(Cl)cc1 | 4.2 | . | -0.8 | -0.1 | -1.6 | 0.0 | -0.4 | -1.2 | 0.4
Cc1ccc(S(=O)(=O)N(CC(=O)N2CCOCC2)C2CCCCC2)cc1 | 1.0 | -1.2 | 0.1 | 3.1 | -0.1 | . | 0.7 | -1.2 | 9.6
Clc1ccc(N2CCN(Cc3c[nH]c4ncccc34)CC2)cc1 | -7.2 | -0.5 | -0.8 | i | 0.7 | 0.5 | 3.9 | -2.2 | -0.3
O=C(CCN1C(=O)C2CCCCC2C1=O)Nc1cc(F)ccc1F (stereo unspecified) | 5.6 | -1.1 | -11.0 | i | -0.5 | 0.8 | 0.8 | -2.8 | -3.2
CCOC(=O)CSc1nc(=O)n2cccc(C)c2n1 | 18.9 | 1.0 | -3.2 | i | 0.1 | 1.7 | 9.6 | -2.9 | -0.4
